PKM2 act: qHTS Assay for Activators of Human Muscle isoform 2 Pyruvate Kinase. Pyruvate kinase PKM (Homo sapiens), P14618. purified PKM2, Kinase-Glo ATP luminescence, activation; response scale: 0% is enzyme alone, no compound. Potency, µM (doses to about 57.5 µM), for inactives: at the highest dose activation, actives largely listed as activators. 260,000 tested, 0.34% active; further: potency means the concentration at half of the fitted maximal effect; on the % scale 0 is the no-effect control and ±100 the full control effect; nearly all actives have a fitted effect of over 55% in size
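Purified hPK-M2 (>95% pure) converted ADP (0.1 mM final) to ATP with 0.5 mM PEP in 50 mM imidazole pH7.2, KCl, MgCl2, Tween 20, BSA; 1 h at room temperature. ATP detected by Kinase-Glo luminescence.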
TSHR antagonist: Antagonists of the Thyroid Stimulating Hormone Receptor: HTS campaign. TSHR-expressing cells, TSH-stimulated cAMP HTRF, 2 h; hits give low values. activity change, negative = inhibition, % at 11.5 µM. 330,000 tested, 0.2% active;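 active means activity change below a set negative limit, meaning inhibition stronger than a set level, cut at about -70% in these data; inconclusive means activity change between two set negative limits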; further: on the % scale 0 is the no-effect control and ±100 the full control effect
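Freshly harvested TSHR cells receive pin-tooled compound, then EC80 TSH at 4nM final. After 2 hours at 37 deg C, antibody in lysis buffer and cAMP-d2 are added; 30 minutes at ambient temperature precede the HTRF read.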
USP2a inh: qHTS Assay for Inhibitors of Ubiquitin-specific Protease USP2a Using CHOP2 as the Reporter; Ubiquitin carboxyl-terminal hydrolase 2 (Homo sapiens), O75604; USP2 core, Ub-CHOP2 coupled fluorogenic reporter, 485/531; Potency, µM (top dose mostly 38.3 µM), inactives show at the top dose activity change, negative = inhibition, hits mostly inhibitors; 330,000 tested, 0.01% active; AID 463254, 2010;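 further: potency means the concentration at half of the fitted maximal effect; plate controls were DMSO wells for no effect and full inhibition by NEM control for full effect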
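Cell-free coupled assay: 10nM USP2 core preincubated 30min RT with compound in Tris-HCl pH 8.0/CaCl2/CHAPS buffer, then 25nM Ub-CHOP2 and 25nM reporter substrate; fluorescence (Ex 485/Em 531) read after 60min RT, normalized to NEM inhibition, concentration-response curves fitted.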
Menin MLL FP TR: qHTS Assay for Inhibitors Targeting the Menin-MLL Interaction in MLL Related Leukemias: Competition With Texas Red Labeled MLL-derived Mutant Peptide; O00255; Menin + Texas Red MLL mutant peptide, fluorescence polarization; Potency, µM (doses to about 61.6 µM), for the others: top-dose FP activity change, negative = inhibition, actives largely listed as inhibitors; 270,000 tested, 0.23% active; active means well fitted inhibition curve with a large enough effect in the polarisation, with a control signal flat, not every such curve was filed as active; inconclusive means small, poorly fitted or top-dose-only effect, or effect the other way, or a change in a side signal; inactive means no such curve, though single readings can be large or run the other way; the % refers to the polarisation; further: potency means the concentration at half of the fitted maximal effect; % of control where 0% means no effect; many of its hits are not listed in these tables
ASM inhibitor: Inhibitors of Secretory Acid Sphingomyelinase (S-ASM): qHTS. AID 504937, 2011. Potency, µM (titrated, usually from 57.5 µM), without a hit: at the highest dose activity change, negative = inhibition, usual class: inhibitors. Sphingomyelin phosphodiesterase (Homo sapiens), P17405. 340,000 tested, 0.006% active. placental ASM, HMU-PC fluorogenic substrate, 60 min; further: potency means the concentration at half of the fitted maximal effect
Target sequence (P17405 47-631 limits assumed): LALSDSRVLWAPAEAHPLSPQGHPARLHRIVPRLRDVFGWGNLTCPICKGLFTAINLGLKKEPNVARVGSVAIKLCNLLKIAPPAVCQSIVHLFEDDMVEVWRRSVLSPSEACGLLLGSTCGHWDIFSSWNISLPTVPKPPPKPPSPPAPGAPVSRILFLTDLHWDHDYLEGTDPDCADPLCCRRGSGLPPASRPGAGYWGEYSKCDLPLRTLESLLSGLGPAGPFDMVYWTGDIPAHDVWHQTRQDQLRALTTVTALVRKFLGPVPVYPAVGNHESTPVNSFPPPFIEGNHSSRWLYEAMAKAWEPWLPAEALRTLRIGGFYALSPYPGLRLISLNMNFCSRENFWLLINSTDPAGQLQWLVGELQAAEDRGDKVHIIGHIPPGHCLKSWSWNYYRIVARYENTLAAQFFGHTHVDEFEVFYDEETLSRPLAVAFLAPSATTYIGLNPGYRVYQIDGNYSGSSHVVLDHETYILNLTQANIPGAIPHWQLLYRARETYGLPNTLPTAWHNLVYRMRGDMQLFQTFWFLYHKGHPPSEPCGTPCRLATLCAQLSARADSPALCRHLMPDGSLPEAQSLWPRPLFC
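Human placenta-derived ASM enzyme was preincubated with compound for 10 minutes at room temperature, then given fluorogenic substrate HMU-PC0 (9 uM final) for 60 minutes at 37 °C; a pH 10 stop preceded fluorescence reading at Ex 386/Em 447 nm.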
MBNL1-CUG inh: qHTS Assay for Inhibitors of MBNL1-poly(CUG) RNA binding; TR-FRET MBNL1-His/biotin-(CUG)12 binding, 665/545 ratio; Potency, µM (highest dose often 57.5 µM), without a hit: at the top dose activity change, negative = inhibition, usual class: inhibitors; 280,000 tested, 0.036% active; AID 2675, 2010; active means well fitted inhibition curve with a large enough effect in the signal ratio, with a control signal flat, not every such curve was filed as active; inconclusive means small, poorly fitted or top-dose-only effect, or effect the other way, or a change in a side signal; inactive means no such curve, though single readings can be large or run the other way; the % refers to the signal ratio; further: potency means the concentration at half of the fitted maximal effect; on the % scale 0 is the no-effect control and ±100 the full control effect
Target sequence (Q9NR56 whole entry, looked up): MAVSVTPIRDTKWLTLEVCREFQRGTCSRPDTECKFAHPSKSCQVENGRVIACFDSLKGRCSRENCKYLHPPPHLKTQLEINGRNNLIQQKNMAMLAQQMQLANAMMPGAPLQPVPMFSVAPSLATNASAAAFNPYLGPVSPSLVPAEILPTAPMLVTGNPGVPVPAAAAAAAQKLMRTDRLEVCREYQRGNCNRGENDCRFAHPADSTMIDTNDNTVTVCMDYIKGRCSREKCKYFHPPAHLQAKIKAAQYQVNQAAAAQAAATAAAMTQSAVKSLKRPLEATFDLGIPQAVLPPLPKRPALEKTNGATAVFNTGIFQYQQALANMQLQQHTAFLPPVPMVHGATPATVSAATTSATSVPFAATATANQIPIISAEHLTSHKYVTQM
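TR-FRET readout: Ex 340 nm, 665/545 nm emission ratio, normalized to buffer-only (basal) and MBNL1-(CUG)12 controls. Complex of MBNL1-His with Biotin-(CUG)12, compounds 92 nM–58 uM, incubated 60 min at room temperature.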
GALK inh: qHTS Assay for Inhibitors of Human Galactokinase (GALK) | P51570 | Purified GALK, Kinase-Glo residual ATP luminescence | Potency, µM (highest dose often 57.5 µM), for inactives: at the top dose activity change, negative = inhibition, hits mostly inhibitors | 270,000 tested, 0.007% active | AID 1868, 2009; further: potency means the concentration at half of the fitted maximal effect; on the % scale 0 is the no-effect control and ±100 the full control effect
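Compounds were pin-transferred into ATP buffer (35 uM final), then GALK plus galactose (5 nM, 100 uM final) was added. After 1 h at room temperature, Kinase-Glo Plus was added and luminescence read after 10 min.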
Mito fusion yeast: qHTS Assay for Small Molecule Inhibitors of Mitochondrial Division or Activators of Mitochondrial Fusion; AID 485298, 2010; S. cerevisiae fusion-defective mutant growth rescue, CellTiterGlo 48 h; 320,000 tested, 0.23% active; Potency, µM (titrated, usually from 46.1 µM), for the others: at the top dose growth rescue (activation), usual class: activators;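 further: potency means the concentration at half of the fitted maximal effect; % of control where 0% means no effect; nearly all actives have a fitted effect of over 45% in size; temperature-sensitive fusion mutants such as fzo1-1 at 37 °C on non-fermentable ethanol glycerol medium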
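S. cerevisiae fusion-defective temperature-sensitive mutants (e.g. fzo1-1, mgm1-5) grown 48 h at 37C in YPEG (ethanol/glycerol non-fermentable) medium with 23 nl compound per well; growth rescue read as CellTiterGlo luminescence.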
BCR signal inh: qHTS Assay to Find Inhibitors of Chronic Active B-Cell Receptor Signaling. ABC-DLBCL IkBa-CBG/CBR reporter, luminescence ratio, 4 h. Potency, µM (titrated, usually from 46.1 µM), for the others: top-dose ratio change, negative = lower green/red ratio, hits mostly inhibitors. 340,000 tested, 0.05% active; active means well fitted inhibition curve with a large enough effect in the signal ratio, with a control signal flat, not every such curve was filed as active; inconclusive means small, poorly fitted or top-dose-only effect, or effect the other way, or a change in a side signal; the % refers to the signal ratio;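 further: potency means the concentration at half of the fitted maximal effect; plate controls were basal doxycycline-induced cells for no effect and cells given 10 µM MG132 for full effect; MG132 reads +100%, hits lower the ratio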
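Concentration-response series (up to 46 uM) were applied to TMD8 dual-reporter cells for 4 h at 37C with doxycycline. Green/red ratio, after filter-overlap correction, defined %Activity; red signal alone was normalised to basal cells and zero luminescence.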
hERG WT inh: qHTS for Inhibitors of KCHN2 3.1: Wildtype qHTS | activity change, % at 1.84 µM | U2OS, BacMam KCNH2, thallium flux FluxOr; hits give low values | 340,000 tested, 0.37% active | AID 720551, 2013;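 active means maximum activity change below -70%; inconclusive means maximum activity change between -70% and -50%; inactive means maximum activity change above -50%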; further: on the % scale 0 is the no-effect control and ±100 the full control effect
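U2OS cells transduced with wild-type KCNH2 virus are loaded with FluxOr dye for 45 min, and thallium flux is measured in kinetic reads before and after stimulation buffer. Rate constants are normalized to DMSO controls.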
Eya2 phos inh: qHTS Assay for Inhibitors of the Phosphatase Activity of Eya2; Protein phosphatase EYA2 (Homo sapiens), O00167; recombinant Eya2, OMFP fluorescence dephosphorylation (OMFP is methylfluorescein phosphate); Potency, µM (highest dose often 76.9 µM), for the others: at the highest dose activity, negative = inhibition, most hits filed as inhibitors; 330,000 tested, 0.006% active; further: potency means the concentration at half of the fitted maximal effect; on the % scale 0 is the no-effect control and ±100 the full control effect
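Eya2 (0.2 uM) preincubated 10 min at ambient with compound, then OMFP substrate added at 50 uM; 10 min reaction in 50 mM HEPES pH 7.5, 50 mM NaCl, 5 uM MgCl2, 0.05% BSA, 1 mM DTT. Fluorescence read at Ex 485/Em 525 nm.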
An asterisk follows results filed as active; ? = inconclusive; / = no result given; [ ] = remark or other dose. Unless noted, the call rests on the fitted dose curve; in most records, active means well fitted curve in the direction sought with a large enough effect; inconclusive means small, poorly fitted or top-dose-only effect, or another doubt; inactive means no such curve, though single readings can be large; an effect the other way counts as inactive or inconclusive. The list is partial, so the mix of outcomes need not match the whole.

SMILES	PKM2 act	TSHR antagonist	USP2a inh	Menin MLL FP TR	ASM inhibitor	MBNL1-CUG inh	GALK inh	Mito fusion yeast	BCR signal inh	hERG WT inh	Eya2 phos inh
COc1ccc(F)cc1S(=O)(=O)N1CCC2(CC1)OCCN2S(=O)(=O)c1ccccc1	/	9	-1%	/	3%	/	/	3%	0%	5	9%
COc1ccc(C(=O)OCC(=O)c2ccc3c(c2)NC(=O)CO3)cc1OC	/	/	5%	/	0%	/	/	/	7%	1	9%
CC(=O)Nc1ccc(OCc2cccc([N+](=O)[O-])c2)cc1	1%	1	2%	9%	-1%	?	-3%	-12%	-1%	4	6%
Cc1ccc(S(=O)(=O)N2CCC(C(=O)NCc3ccncc3)CC2)cc1	-4%	2	2%	4%	1%	1%	1%	-1%	?	12	4%
CN(C)c1ccc(/C=C/c2ccc3c4ccccc4ccc3[n+]2-c2ccccc2)cc1	-13%	-48	-11%	?	-28%	?	7%	-3%	?	-2	-7%
CCOC(=O)c1cnc(-c2ccccc2O)nc1Cl	1%	-10	2%	4%	-1%	-14%	-3%	-1%	?	-17	-10%
CCCCOc1ccc(CC(=O)NCC(=O)O)cc1	-10%	19	2%	-3%	3%	-14%	-4%	0%	5%	-5	6%
CCC(CC)C(=O)OCC(=O)Nc1cc(OC)c([N+](=O)[O-])cc1C	2%	-5	0%	5%	-1%	?	-3%	3%	-8%	18	-10%
COc1ccc(C(=O)Nc2ccc(NC(=O)c3cccc(OC)c3)cn2)cc1	-1%	4	0%	8%	0%	19%	1%	-9%	?	-1	5%
COCCCNC(=S)NNC(=O)c1csc2ccccc12	0%	1	2%	-1%	5%	?	1%	-1%	0%	1	7%
O=C(CCn1nc(-c2ccc(Cl)cc2)ccc1=O)N1CCN(c2ccc(F)cc2)CC1	/	-2	1%	-11%	-12%	-3%	0%	?	-7%	-9	1%
CCCCn1c(SCn2nnc3ccccc3c2=O)nc2cc(S(N)(=O)=O)ccc21	6%	-3	3%	/	-3%	9%	-6%	3%	-8%	20	1%
O=C(NCCc1csc(-c2ccc(Cl)cc2)n1)c1ccco1	/	-15	-1%	/	-2%	14%	1%	9%	-14%	-4	8%
COC(=O)c1cccc(C(=O)N2CCCC(CNC(=O)c3ccccc3Cl)C2)c1 (stereo unspecified)	-3%	-3	2%	/	6%	-3%	5%	1%	0%	-9	-38%
CCOC(=O)C1CCCN(C(=S)Nc2cccc(Cl)c2C)C1 (stereo unspecified)	-15%	4	4%	8%	3%	3%	0%	-1%	3%	6	-2%
CNS(=O)(=O)c1ccc(NC(=O)Nc2cccc(F)c2)cc1	-1%	-28	0%	?	7%	-12%	1%	-3%	20%	5	-1%
Cc1nnsc1C(=O)N1CCN(c2ccc(C#N)cn2)CC1	5%	-5	2%	/	4%	-4%	3%	1%	?	-3	-2%
COc1ccccc1CNC(=O)c1ccc2c(=O)n(CCCN3CCCC3=O)c(=S)[nH]c2c1	-6%	-3	0%	-21%	8%	11%	4%	2%	-2%	-3	15%
COc1ccccc1/C=C/CN1CCSCC1	-1%	-8	2%	3%	-3%	-12%	0%	-1%	-1%	-11	-7%
Cc1ccc(C)c(NC(=O)Cn2nnc(C(=O)NCc3cccs3)c2N)c1	0%	-5	3%	/	4%	4%	-1%	4%	-20%	5	3%
O=C(O)c1n[nH]nc1-c1ccccc1	-1%	0	0%	1%	3%	-8%	-4%	-2%	-7%	1	3%
COc1ccc(NC(=O)CSc2nc(O)cc(=O)n2-c2ccc(OC)cc2)cc1	15%	-13	?	?	-3%	3%	-2%	-2%	?	-4	-3%
Cc1nnc(SCc2nc3ccccc3s2)n1-c1ccccc1	5%	-8	0%	0%	9%	7%	-3%	-1%	13%	11	-13%
CCn1c(/N=C/c2ccccc2NS(=O)(=O)c2ccc(C)cc2)nc2ccccc21	2%	-21	6%	2%	2%	-17%	0%	20%	0%	4	0%
CCCOc1ccc(C(=O)CCC(=O)OC(C)C(=O)Nc2ccc(NC(C)=O)cc2)cc1 (stereo unspecified)	/	-10	0%	/	-8%	/	/	1%	-6%	0	10%
CCn1c(C)c(C)c2cc(C(=O)NCCCN3CCCCCC3)ccc21	/	7	-19%	/	3%	0%	-2%	-7%	-6%	7	0%
O=C1C=C(Nc2ccc(Cl)cc2)CC(c2ccc(Cl)cc2)C1 (stereo unspecified)	-11%	-10	-4%	2%	-2%	6%	2%	0%	-4%	9	-6%
COc1cccc(C2C(C(=O)c3cccs3)=C(O)C(=O)N2c2cc(C)on2)c1 (stereo unspecified)	-1%	22	6%	?	-1%	?	-1%	3%	-3%	-8	24%
COc1ccc(-c2cn3cccnc3n2)cc1NC(=O)c1ccc(Br)o1	11%	24	0%	5%	241%[activator]	?	-2%	-5%	?	-2	4%
Cc1cc(C)cc(CC(CC(=O)Nc2ccc(Cl)cc2)C(=O)O)c1 (stereo unspecified)	/	-1	-1%	16%	1%	-14%	1%	6%	0%	-9	0%
Cc1ccc(-c2c[n+](CC(=O)Nc3cc(=O)n(C)c(=O)n3C)c3n2CCC3)cc1	-3%	6	2%	-3%	-2%	/	1%	0%	1%	-6	-1%
CCn1c(N)c(C(=O)NCC2CCCO2)sc1=S (stereo unspecified)	4%	32	1%	7%	-3%	?	-1%	2%	4%	0	-17%
CCC/C=N/NC(=O)C1COc2ccccc2O1 (stereo unspecified)	-4%	8	1%	1%	0%	/	0%	2%	-1%	-1	-1%
COc1ccc(CCNC(=O)CCc2ccsc2)cc1OC	-4%	19	2%	0%	-2%	-2%	7%	-7%	1%	3	-3%
CCOc1ccc(-c2nnc(SCC(=O)Nc3ccc4c(c3)c3ccccc3n4CC)n2N)cc1	4%	-20	-3%	0%	2%	15%	-1%	-3%	?	-12	-2%
O=C(NNC(=O)c1sccc1-n1cccc1)c1cccs1	12%	-8	-1%	14%	15%	-2%	1%	0%	1%	15	4%
CC1=NC(C(F)(F)F)(C(F)(F)F)C2=C(CC(C)(C)CC2=O)N1Cc1ccco1	-8%	7	?	-7%	-3%	-7%	2%	0%	?	-5	-5%
Cc1ccc(C(=O)NCCSc2ccc(Cl)cc2)cc1[N+](=O)[O-]	-1%	-15	-11%	?	-10%	-21%	-2%	-3%	?	-7	-21%
COC(=O)CSC(=S)N1CCCC(C)C1 (stereo unspecified)	-5%	1	0%	-19%	0%	-2%	0%	5%	2%	-8	-1%
CCOC(=O)c1nn(-c2ccc3c(c2)OCCO3)cc1O	-13%	0	-2%	-3%	1%	-2%	2%	-8%	?	-2	-4%
CC(C)(C)c1ccc(OCCNC(=O)Cc2ccc(F)cc2)cc1	-2%	16	-1%	-3%	-1%	20%	0%	2%	-5%	-1	-1%
COCCn1c(C)cc(C(=O)CSc2ccc3ccccc3n2)c1C	-1%	-12	0%	/	-1%	3%	0%	13%	-22%	-12	-15%
CCCCN(CCCC)CP(=O)(c1ccccc1)c1ccccc1	-1%	23	5%	?	3%	2%	3%	16%	15%	1	-3%
Cc1cccc(NC(=O)CSc2nc3ccccc3nc2N2CCCCC2)c1	1%	6	-1%	9%	0%	13%	/	-4%	7%	-1	-12%

Source: PubChem (National Center for Advancing Translational Sciences (NCATS))
